MrgX1 antag: antagonists of human MrgX1 receptor, primary screen, HEK293 cells, Fluo-4 calcium flux | B-score at 10 µM | BAM8-22 antagonism; stronger effect = lower value | Mas-related G-protein coupled receptor member X1 (Homo sapiens), Q96LB2 | hit rate 1.3% among 310,000;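 active means calcium-response B-score plate-corrected more than 3 library SD below zero, starting fluorescence within 5 deviations, no agonist response on first addition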;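 further: peak minus trough fluorescence over baseline after final BAM8-22 challenge near maximal dose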
ANO1 block: TMEM16A chloride channel inhibitors, primary screen, cell-based, HTS | HEK293 TMEM16A/YFP iodide influx fluorescence, ionomycin | normalized B-score (activity score, 25-100; higher = stronger inhibition) at 10 µM | hit rate 1.2% among 310,000 | Anoctamin-1 (Mus musculus), Q8BHY3;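 active means ratio plate-corrected score three or more library SD toward inhibition, starting fluorescence score within five deviations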;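 further: score derived from kinetic fluorescence span divided by baseline fluorescence per well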
Target sequence (Q8BHY3 whole entry, looked up): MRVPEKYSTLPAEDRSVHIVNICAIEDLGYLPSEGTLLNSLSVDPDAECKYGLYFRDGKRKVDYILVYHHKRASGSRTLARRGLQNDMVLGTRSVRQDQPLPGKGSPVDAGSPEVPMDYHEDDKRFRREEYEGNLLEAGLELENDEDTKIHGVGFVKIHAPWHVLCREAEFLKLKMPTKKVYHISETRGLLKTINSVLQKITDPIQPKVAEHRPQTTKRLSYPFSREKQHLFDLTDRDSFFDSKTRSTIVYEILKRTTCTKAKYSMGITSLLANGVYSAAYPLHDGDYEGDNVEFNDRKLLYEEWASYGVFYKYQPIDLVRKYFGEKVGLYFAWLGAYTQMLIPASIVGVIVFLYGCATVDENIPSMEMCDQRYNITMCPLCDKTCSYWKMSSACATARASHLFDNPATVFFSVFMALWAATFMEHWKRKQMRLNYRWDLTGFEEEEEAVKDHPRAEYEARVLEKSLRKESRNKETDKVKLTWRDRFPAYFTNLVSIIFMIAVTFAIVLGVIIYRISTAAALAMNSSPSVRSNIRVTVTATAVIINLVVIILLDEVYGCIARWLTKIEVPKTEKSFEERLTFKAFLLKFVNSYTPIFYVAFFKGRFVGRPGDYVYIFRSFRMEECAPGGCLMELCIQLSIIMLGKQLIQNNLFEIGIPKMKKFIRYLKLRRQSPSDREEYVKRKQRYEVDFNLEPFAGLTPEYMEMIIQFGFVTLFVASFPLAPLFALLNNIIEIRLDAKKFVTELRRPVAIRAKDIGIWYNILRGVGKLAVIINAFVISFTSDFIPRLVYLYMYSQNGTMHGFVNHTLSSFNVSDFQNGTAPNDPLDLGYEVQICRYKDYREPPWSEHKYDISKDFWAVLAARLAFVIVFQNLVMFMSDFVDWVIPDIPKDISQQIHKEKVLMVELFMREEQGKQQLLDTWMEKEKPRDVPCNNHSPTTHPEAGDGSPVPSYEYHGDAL
MrgX1 agonist: agonists of human MrgX1 receptor, primary screen, HEK293 cells, Fluo-4 calcium flux. Mas-related G-protein coupled receptor member X1 (Homo sapiens), Q96LB2. B-score at 10 µM. Fluo-4 calcium fluorescence, agonist mode; stronger effect = higher value. AID 588627, 2011. hit rate 0.44% among 310,000;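 active means calcium response B-score plate-corrected fluorescence ratio at least 3 library SD, with starting fluorescence B-score inside 5 SD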
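Material: MrgX1-expressing HEK293 cells; input: 15,000 cells per well; doses: test compound given as first of three sequential additions; schedule: overnight plating before 1 h dye loading; technique: Fluo-4 NW calcium-flux fluorescence, kinetic read; evaluation: baseline-normalised fluorescence change ratio, B-scored; control set: plate-wise positive and negative controls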
TRPC4 inh: inhibitors of mouse TRPC4 channel, primary screen, Fluo4 calcium, HEK293 TRPC4beta/mu-opioid cells; DAMGO-evoked Fluo4 calcium flux; stronger effect = lower value; B-score at 10 µM; hit rate 0.39% among 300,000;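 active means B-score over 3 SD under the library average, no early fluorescence shift, positive overall ratio signal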
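System: stable TRPC4beta/mu-opioid receptor HEK293 cells; Dosing: single-point compound dosing; Measured by: Fluo4 Ca2+ flux fluorescence; Read-out basis: per-well B score of integrated baseline-normalized Fluo4 ratio.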
TMEM16A act: TMEM16A chloride channel activators or potentiators, primary screen, cell-based, HTS | B-score at 10 µM | AID 623877, 2012 | HEK293 TMEM16A/YFP-H148Q/I152L, iodide quench fluorescence; stronger effect = lower value | hit rate 0.3% among 340,000 | Anoctamin-1 (Mus musculus), Q8BHY3;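 active means fluorescence-ratio B-score plate-corrected deviation score at least 3 library SD below zero, with starting fluorescence score within 5 deviations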;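 further: channel opened by trigger with iodide after compound preincubation; score built on the fluorescence ratio of max minus min over baseline; more negative score means more quench and so TMEM16A activation or potentiation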
TRPC4 act: activators of mouse TRPC4 channel, primary screen, Fluo4 calcium, HEK293 TRPC4beta/mu-opioid cells; Fluo4 calcium fluorescence; stronger effect = higher value; B-score at 10 µM; hit rate 0.49% among 310,000;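 active means B-score above 5 SD of library B-scores, and initial fluorescence ratio not above library mean plus 5 SD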;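 further: positive B-score marks a calcium rise read as TRPC4 activation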
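Assay system: HEK293 stable line with TRPC4beta plus mu-opioid receptor; schedule: 45 min room-temperature Fluo4 loading, 110 s read; technique: kinetic Fluo4 calcium fluorescence; evaluation: integrated baseline-normalised fluorescence ratio, converted to per-well B score; controls: buffer (low) and maximal DAMGO (high)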
RGS4 block: RGS4 inhibitors, primary screen, cell-based, HEK293 M3R inducible RGS4, calcium flux | Fluo-4 calcium flux; stronger effect = higher value; triggered by carbachol at its EC20 | hit rate 0.45% among 310,000 | AID 463165, 2010 | B-score at 10 µM | Regulator of G-protein signaling 4 (Homo sapiens), P49798;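 active means B-score, a plate-corrected calcium signal, over three deviations above library mean, with baseline fluorescence within five deviations of library mean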;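 further: RGS4 expression induced by doxycycline in cells with stable M3 receptor; B-score is computed from the integrated fluorescence ratio over baseline after carbachol; higher B-score means a larger calcium signal and so more RGS4 inhibition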
TRPC6 inhibitor: mouse TRPC6 channel inhibitors, primary screen, cell-based, HEK293, membrane potential dye; Short transient receptor potential channel 6 (Mus musculus), Q61143; hit rate 1.1% among 310,000; B-score at 10 µM; AID 2553, 2010; ACh-evoked depolarization; stronger effect = lower value;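 active means B-score under library mean minus 3 SD, initial fluorescence not abnormally high, positive integrated signal ratio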;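 further: B-score derived from integrated fluorescence ratio over the kinetic read; more negative B-score means stronger inhibition of depolarization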
MrgX1 allo act: positive allosteric modulators of MrgX1, primary screen, HEK293 cells, Fluo-4 calcium flux | Mas-related G-protein coupled receptor member X1 (Homo sapiens), Q96LB2 | FDSS; stronger effect = higher value | B-score at 10 µM | hit rate 0.63% among 310,000;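 active means plate-corrected calcium response at least 3 library SD above typical, normal starting fluorescence, not activating the receptor alone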;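 further: compound read alongside a low EC10 to EC30 dose of BAM8-22 agonist; peak minus trough fluorescence over baseline measured at the second addition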
TRPC4 potent: positive allosteric modulators of TRPC4, primary screen, cell-based, mouse TRPC4beta, HEK293 mu-opioid, Fluo-4 calcium; B-score at 10 µM; AID 2227, 2009; DAMGO EC20, Fluo-4 Ca2+ flux; stronger effect = higher value; hit rate 0.42% among 310,000;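 active means B-score of calcium response area above 5 SD of library B-scores, with initial fluorescence ratio within 5 SD of library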;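 further: B-score of integrated fluorescence ratio over time as area under calcium response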
TRPC6 act: mouse TRPC6 channel activators, primary screen, cell-based, HEK293, membrane potential dye; B-score at 10 µM; hit rate 0.13% among 310,000; Short transient receptor potential channel 6 (Mus musculus), Q61143; HEK293-TRPC6 membrane potential dye fluorescence; stronger effect = higher value;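 active means B-score of the integrated fluorescence ratio above library mean plus 3 SD, and starting fluorescence ratio within library mean plus 5 SD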;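 further: higher score means more depolarization so channel activation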
An asterisk follows results filed as active; i = inactive; . = no result given.

SMILES | MrgX1 antag | ANO1 block | MrgX1 agonist | TRPC4 inh | TMEM16A act | TRPC4 act | RGS4 block | TRPC6 inhibitor | MrgX1 allo act | TRPC4 potent | TRPC6 act
COc1cc(C(=O)NCC(c2ccco2)N2CCCC2)ccc1OCc1c(C)noc1C (configuration not stated) | i | i | i | i | i | i | i | i | i | i | i
CCOc1ccc(-c2csc(NC(=O)C3CCCO3)n2)cc1 (configuration not stated) | i | i | i | i | i | i | i | i | i | i | i
Cc1cc(C(=O)Nc2nnc(C(F)(F)F)s2)no1 | i | i | i | i | i | i | i | i | i | i | i
O=[N+]([O-])/C(C(=C(Cl)Cl)N1CCN(Cc2ccccc2)CC1)=C1\NCCN1Cc1ccc(Cl)nc1 | i | i | i | i | i | i | i | i | i | i | i
CCOc1ccc(N2C(=O)CC(NC3CCN(C(=O)c4ccc(F)cc4)CC3)C2=O)cc1 (configuration not stated) | i | i | i | i | i | i | i | i | i | i | i
CC(C)n1c(COc2ccccc2)nc2ccccc21 | i | i | i | i | i | i | i | i | i | i | i
CCc1ccc(N(CC(=O)Nc2ccccc2C(=O)N2CCCC2)S(C)(=O)=O)cc1 | i | i | i | i | i | i | i | i | i | i | i
Nc1nc2ccc(S(=O)(=O)N3CCCCC3)cc2s1 | i | i | 43* | i | i | i | i | i | i | i | i
CCOC(=O)c1[nH]c(CO)c(C(=O)OCC)c1C | i | i | i | i | i | i | i | i | i | i | i
O=C(c1cccc(F)c1)N1CCC(c2nc3ccccc3s2)CC1 | i | i | i | i | i | i | i | i | i | i | i
COc1ccccc1NC(=O)N1CCN(c2ccnc3cc(Cl)ccc23)CC1 | i | i | i | i | i | i | i | i | i | i | i
CN(CCO)c1ccc(C(C(=O)c2ccccc2)c2ccc(N(C)CCO)cc2)cc1 | i | i | i | i | i | i | i | i | i | i | i
Cc1ccc(-n2c(SC3CCOC3=O)nc3ccccc3c2=O)cc1 (configuration not stated) | i | i | i | i | . | i | i | i | i | i | i
Cc1ccc(N2CC(C(=O)Nc3ccc4c(c3)OCO4)CC2=O)cc1 (configuration not stated) | i | i | i | i | i | i | i | i | i | i | i
COc1ccccc1/C=C1\SC(=S)N(CCC(=O)N2CCCCC2CCO)C1=O (configuration not stated) | i | i | i | i | i | i | i | i | i | i | i
S=C(NCc1cccs1)Nc1cccc(Cl)c1 | -5.1* | i | i | i | i | i | i | i | i | i | i
CCOCCCNS(=O)(=O)c1ccc2c(c1)oc(=O)n2CC(=O)OCC | i | i | i | i | i | i | i | i | i | i | i
CCC(C)NC(=O)CSc1nnc(-c2ccc(OC)c(OC)c2)c(-c2ccc(OC)c(OC)c2)n1 (configuration not stated) | i | i | i | i | i | i | i | i | i | i | i
CNC(=S)NNC(=O)c1oc2nc(-c3ccccc3)cc(C)c2c1N | i | i | i | i | i | i | i | i | i | i | i
Nc1nc2ncc(C(=O)c3cc(F)ccc3O)cc2s1 | i | i | i | i | i | i | i | i | i | i | i
CCOC(=O)CC(=O)Nc1ccc(Br)cc1C(=O)O | i | i | i | i | i | i | i | i | i | i | i
Cc1ccc2c(Cl)c(C)c(N3CCCCC3)nc2n1 | i | i | i | i | i | i | i | i | i | i | i
COc1ccc(C(=O)c2sc3nc(-c4ccc(OC)cc4)ccc3c2N)cc1 | i | i | i | i | i | i | i | i | i | i | i
Cc1ccc(S(=O)(=O)NNC2=NCCCCC2)cc1 | i | i | i | i | i | i | i | i | i | i | i
COC(CNC(=O)CSCc1nc(-c2ccc(SC)cc2)oc1C)OC | i | i | i | i | i | i | i | i | i | i | i
O=C(NN1C(=O)C2C(C1=O)C1C=CC2C12CC2)c1ccncc1 (configuration not stated) | i | i | i | i | i | i | i | i | i | i | i
Cc1oc2c(CN(C)C)c(O)ccc2c(=O)c1-c1cscn1 | i | i | i | i | i | i | i | i | i | i | i
O=C(CCCN1C(=O)/C(=C\c2cccs2)SC1=S)NNC(=O)c1ccncc1 | i | i | i | i | i | i | i | i | i | i | i
COc1cc(C(=O)O/N=C2\C=CC(=O)C=C2C)cc(OC)c1OC | i | i | i | i | i | i | i | i | i | i | i
CCOc1ccc(N2C(=O)C3C4C=CC([C@H]5CC45)[C@@H]3C2=O)cc1 (some centres not stated) | i | i | i | i | i | i | i | i | i | i | i
CC(=O)NNc1[nH]c2c(c(=O)c1[N+](=O)[O-])c(=O)n(C)c(=O)n2C | i | i | i | i | i | i | i | i | i | i | i
O=C(O)CC/C(=N/NC(=O)CNC(=O)c1ccc2c(c1)OCCO2)c1ccccc1 | i | i | i | i | i | i | i | i | i | i | i
Cc1ccc(NC(=O)CN(C)C(=O)CSc2nc3ccccc3c(=O)n2Cc2ccco2)cc1 | i | 100* | i | i | i | i | i | i | i | i | i
Fc1ccccc1N1CCN(Cc2nc(-c3ccc(Cl)cc3Cl)no2)CC1 | i | i | i | . | i | . | . | . | i | . | .
CC(C)n1cnnc1SCC(=O)Nc1cccc(S(=O)(=O)N(C)c2ccccc2)c1 | i | i | i | i | i | i | i | i | i | i | i
O=C(Cc1ccc(F)cc1)Nc1c2c(nn1-c1cccc(Cl)c1)CS(=O)C2 (configuration not stated) | i | i | i | i | i | i | i | i | i | i | i
CCOc1ccc(-n2c(CCc3ccccc3)n[nH]c2=S)cc1 | i | i | i | i | i | i | i | i | i | i | i
C=CCn1c(O)c(C(CC)=Nc2ccccc2NC(=O)CC)c(=O)[nH]c1=O | i | i | i | i | i | i | i | i | i | i | i
O=C(NNC(=O)C12CC3CC(CC(C3)C1)C2)c1ccccc1F | i | i | i | i | i | i | i | i | i | i | i
Cc1nnc2n(-c3ccccc3)c(=O)c3c4c(sc3n12)CC(C)CC4 (configuration not stated) | i | i | i | i | i | i | i | i | i | i | i
CCOC(=O)N1CCN(c2ncnc3c2cnn3-c2ccc(OC)cc2)CC1 | . | . | . | i | i | i | i | i | . | i | i
COc1ccc(CN2C(=O)CN=C2Nc2cc(C)ccc2C)cc1 | i | i | i | i | i | i | i | i | i | i | i
CC(CCc1ccccc1)NC(=O)C1CCN(S(=O)(=O)c2ccc(F)cc2)CC1 (configuration not stated) | i | i | i | i | i | i | i | i | i | i | i
O=C(c1cc2cccc([N+](=O)[O-])c2oc1=O)N1CCOCC1 | i | i | i | i | i | i | i | i | i | i | i
O=C(NCc1ccc2c(c1)OCO2)c1n[nH]c(=O)c2ccccc12 | i | i | i | i | i | i | i | i | i | i | i
CCOc1cc(NC(=S)NCCCN2CCOCC2)c(OCC)cc1NC(=O)c1cccc(C)c1 | i | i | i | i | i | i | i | i | i | i | i
Nc1sc(-c2ccccc2)cc1-c1n[nH]c(=S)n1C1CCCCC1 | i | i | i | i | i | i | i | i | i | i | i
CCCc1nc(S(=O)(=O)Cc2ccc(Cl)cc2Cl)n[nH]1 | i | i | i | i | i | i | i | i | i | i | i
Cc1nn(-c2ccc(Cl)c(Cl)c2)c(C)c1C(=O)O | i | i | i | i | i | i | i | i | i | i | i
Cc1[nH]nc(SCC(=O)NCc2ccc(F)cc2)c1[N+](=O)[O-] | i | i | i | i | i | i | i | i | i | i | i
CC(C)CC(=O)Nc1ccc(S(=O)(=O)N2CCCC2)cc1 | i | i | i | i | i | i | i | i | i | i | i
COc1ccc(-n2c(Cn3nnc4ccccc43)nnc2SCC(=O)O)cc1 | i | i | i | i | i | i | i | i | i | i | i
CCc1nnc(NC(=O)CSc2nc3c(cc2C#N)CCCC3)s1 | i | i | i | i | i | i | i | i | i | i | i
CSc1nsc(SCC(=O)Nc2ccc(Cl)c(C(=O)O)c2)n1 | i | i | i | i | i | i | i | i | i | i | i
COc1ccc(N(C(=O)c2cccc(OC)c2OC)C2C=CS(=O)(=O)C2)c(OC)c1 (configuration not stated) | i | i | i | i | i | i | i | i | i | i | i
CC(C)C(OC(=O)c1cccs1)C(=O)NCCc1ccccc1 (configuration not stated) | i | i | i | i | i | i | i | i | i | i | i
Cc1ccc(C(C)C)c(OCC(=O)N/N=C2\CC(=O)CC(C)(C)C2)c1 | i | i | i | i | i | i | i | i | i | i | i
O=C(O)CC(=O)Nc1ccccc1C(=O)O | i | i | i | i | i | i | i | i | i | i | i
S=C(NC1CC1)N1CCc2ccccc2C1 | i | i | i | . | i | i | i | i | i | i | i
CSc1ccc(CN2CCN(CC=C(C)C)C(CCO)C2)cc1 (configuration not stated) | i | i | i | i | i | i | i | i | i | i | i
Later entries.
SMILES | MrgX1 antag | ANO1 block | MrgX1 agonist | TRPC4 inh | TMEM16A act | TRPC4 act | RGS4 block | TRPC6 inhibitor | MrgX1 allo act | TRPC4 potent | TRPC6 act
O=C(Nc1cccnc1)C1CC(c2ccccc2O)=NO1 (configuration not stated) | i | i | i | i | i | i | i | i | i | i | i
CCOC(=O)N1CCN(C(=O)c2cnn(-c3ccccc3)c2NC(=O)c2ccccc2F)CC1 | i | i | i | i | i | i | i | i | i | i | i
Cc1sc2ncnc(N3CCCCC3C)c2c1C (configuration not stated) | i | i | i | i | i | i | i | i | 12* | i | i
CC(C)c1nc(SCC(=O)Nc2ccc3c(c2)OCCO3)n[nH]1 | i | i | i | i | i | i | i | i | i | i | i
Cc1cc(C(=O)NCc2ccco2)c2cc(F)ccc2n1 | i | i | i | i | i | i | i | i | i | i | i
COc1ccc(CC(=O)NNC(=O)CSc2ccc(C)cc2)cc1 | i | i | i | i | -7.1* | i | i | i | i | i | i

Screening data deposited in PubChem BioAssay by Johns Hopkins Ion Channel Center.
